SARS 3CLpro inh = SARS-CoV 3CLpro protease inhibition | P0C6X7 | recombinant SARS-CoV 3CLpro, quenched FRET peptide cleavage | inhibition, % at 6 µM | 290,000 tested, 0.14% active; in the data active means inhibition above about 12%
PrPC surface inh = reduces human prion protein on the cell surface; P04156; cell surface PrPC, TR-FRET read-out; inhibition, % at 13.8 µM; 370,000 tested, 0.43% active; AID 720596; in the data active means inhibition above about 24%; further: 0% = median of the test wells and 100% = reference compound wells
TcdB inh = TcdB glycohydrolase inhibition. TcdB glycohydrolase enzymatic assay, plate reader. inhibition, % at 9.99 µM. 350,000 tested, 0.24% active; in the data active means inhibition above about 10%
Anthrax LF prot = blocks Bacillus anthracis lethal factor protease; P15917; multiplex microsphere protease cleavage assay, LF; inhibition, % at 10 µM; 360,000 tested, 0.12% active; further: plate controls were buffer without enzyme for full effect and enzyme alone for no effect
Target sequence (P15917 whole entry, looked up): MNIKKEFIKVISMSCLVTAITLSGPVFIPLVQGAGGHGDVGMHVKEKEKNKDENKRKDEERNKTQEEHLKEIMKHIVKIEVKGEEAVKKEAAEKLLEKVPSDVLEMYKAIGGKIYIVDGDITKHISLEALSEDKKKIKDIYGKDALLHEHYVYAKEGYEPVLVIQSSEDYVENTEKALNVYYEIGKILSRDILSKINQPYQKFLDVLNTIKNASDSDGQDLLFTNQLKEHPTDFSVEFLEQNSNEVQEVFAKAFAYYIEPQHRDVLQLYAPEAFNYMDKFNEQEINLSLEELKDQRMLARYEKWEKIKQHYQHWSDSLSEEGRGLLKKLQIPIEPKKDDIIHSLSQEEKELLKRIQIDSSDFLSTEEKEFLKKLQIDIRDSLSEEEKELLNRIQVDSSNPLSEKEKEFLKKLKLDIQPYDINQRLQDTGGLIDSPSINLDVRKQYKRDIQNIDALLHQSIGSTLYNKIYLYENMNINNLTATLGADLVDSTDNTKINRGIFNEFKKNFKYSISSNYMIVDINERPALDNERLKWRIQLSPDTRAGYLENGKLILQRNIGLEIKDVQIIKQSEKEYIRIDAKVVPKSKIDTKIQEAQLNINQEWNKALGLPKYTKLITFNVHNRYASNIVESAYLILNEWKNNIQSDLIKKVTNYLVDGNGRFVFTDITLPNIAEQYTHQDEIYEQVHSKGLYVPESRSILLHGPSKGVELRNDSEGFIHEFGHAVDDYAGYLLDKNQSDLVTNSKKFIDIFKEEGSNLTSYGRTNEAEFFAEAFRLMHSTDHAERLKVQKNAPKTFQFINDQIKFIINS
Y pestis TopoI = inhibitors of Yersinia pestis topoisomerase I. Y. pestis Topo-I cleavage product accumulation, plate reader. activity, % at 10 µM. 360,000 tested, 0.064% active. AID 504884; in the data active means activity above about 50%, passing the limit was not always enough; further: inactives centre near 2
BH1578 lux ind = quorum light induction in luxS cqsA deficient V. cholerae; AID 588436; V. cholerae BH1578 lux reporter, luminescence, 6 h; 350,000 tested, 0.16% active; activation, % at 18.7 µM; in the data active means activation mostly above about 9.7%, no sharp cut-off; further: not every result past the cut was called active; inactives centre near 0; reference of the scale not given here
BoNT A protease = inhibitors of Botulinum neurotoxin A light chain protease; 360,000 tested, 0.17% active; inhibition, % at 10 µM; multiplex microsphere protease substrate cleavage, flow cytometry; further: plate controls were buffer without enzyme for full effect and enzyme alone for no effect
PfHsp40 yeast = compounds rescuing yeast from Plasmodium falciparum HSP40 toxicity. S. cerevisiae expressing PfHsp40, growth rescue, ATP luminescence. growth rescue, % at 12.5 µM. AID 504582. 340,000 tested, 0.68% active; in the data active means growth rescue above about 28%, passing the limit was not always enough;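 further: yeast W303a lacking pdr1 and pdr3 grown in galactose medium; growth measured after three days at 30 °C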
PriA SSB inh = K. pneumoniae PriA-SSBct interaction inhibition. AlphaScreen SSBct-PriA binding, biotinylated peptide. inhibition, % at 33 µM. 430,000 tested, 0.6% active; in the data active means inhibition mostly above about 37%, no sharp cut-off; inactive means mostly below about 20%;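 further: plate controls were negative control peptide for no effect and reference peptide for full effect; strong numbers were not always called active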
* hit, by the source's call; i = inactive; . = no result given. Unless noted, no stated cut-off is given here; in the data, active means inhibition above about 30%; inconclusive means no clear call, values can overlap the other calls; inactive means below that. This is a subset; count on the stated rates, not on these rows.

SMILES | SARS 3CLpro inh | PrPC surface inh | TcdB inh | Anthrax LF prot | Y pestis TopoI | BH1578 lux ind | BoNT A protease | PfHsp40 yeast | PriA SSB inh
Clc1ccccc1CN1CCN(/N=C/C=C/c2ccco2)CC1 | -0.9 | 5.2 | 0.1 | -5.3 | -6.8 | -0.4 | 2.2 | 0.1 | i
COc1cc(/C=N/n2cnnc2)ccc1OCCSc1ccc(C)cc1 | -4.7 | 5.8 | . | -1.2 | 41.8 | i | -0.2 | 1.5 | .
CC[C@H](C)[C@H](NC(N)=O)C(=O)NCCc1ccc(OC)cc1 | 4.2 | -4.0 | 0.6 | -2.9 | 1.9 | i | -1.7 | -0.7 | 1.2
O=C(Nc1ccc(F)cc1)NC1CCCCC1 | 3.2 | -5.7 | . | 5.6 | 6.7 | i | -0.6 | -1.2 | -9.0
COC(=O)c1cc(NC(=O)COC(=O)CCc2nc3ccccc3c(=O)[nH]2)cc(C(=O)OC)c1 | . | 1.1 | 0.7 | 6.1 | 2.4 | i | 0.9 | 1.1 | -7.7
NC(=O)c1oc2ccccc2c1NC(=O)CS(=O)(=O)c1ccccc1 | -1.1 | -8.1 | 1.3 | -4.3 | -2.3 | -2.0 | 2.3 | -1.3 | 3.6
COc1ccc(C2C(C#N)=C3NC(=O)c4c(sc5c4CCCCC5)N3C3=C2C(=O)CC(C)(C)C3)cc1 (stereo not given) | 2.3 | 2.6 | . | 4.9 | 29.8 | 9.1 | 6.2 | 8.1 | 19.1
Nc1c2c(nc3cccc(Cl)c13)N(c1ccccc1)CC2 | 0.9 | -9.9 | -0.4 | -1.1 | -7.7 | i | 0.1 | 0.4 | -8.4
COc1ccc(OCCNc2cc(N3CCCCC3)ccc2[N+](=O)[O-])cc1 | -0.1 | 2.5 | . | -11.2 | 25.6 | i | -1.9 | -1.1 | 15.8
CC(C)N1CCN(Cc2ccc(C#CCCO)cc2)CC1CCO (stereo not given) | 5.0 | -8.9 | 1.6 | 0.0 | -3.9 | i | 0.2 | 0.1 | -5.2
CSc1sc(C(=O)O)c2c1C(=O)CC(C)(C)C2 | . | -3.1 | -1.5 | -0.1 | -3.2 | i | 0.5 | -0.8 | -10.6
COc1ccccc1N1CCN(Cc2ccc(Cl)cc2Cl)CC1 | 1.0 | -1.3 | . | -5.5 | 1.2 | i | -0.1 | -0.3 | -22.8
CN(Cc1cnc2nc(N)nc(N)c2n1)c1ccc(C(=O)NC(CCC(=O)O)C(=O)O)cc1C(F)(F)F (stereo not given) | . | -4.7 | 1.3 | -5.0 | 6.5 | i | 0.1 | 11.1 | -10.9
Cc1ccc(Cl)cc1NC(=O)CON=C(N)c1ccccc1 | . | 6.7 | -0.3 | -1.1 | -13.5 | i | 7.5 | -0.2 | .
CCOC(=O)c1ccc(S(=O)(=O)NCCN(CC)CC)cc1 | 0.5 | 12.5 | -4.7 | 4.4 | 4.8 | 0.5 | 0.0 | -0.1 | -0.2
COc1ccc(CN(C(=O)CN2C(=O)C(C)Oc3ccccc32)C2CCCC2)c(OC)c1 (stereo not given) | 1.2 | . | 2.0 | -6.0 | 2.7 | i | -0.7 | -2.1 | 20.8
Cc1ccc(N(CC(=O)Nc2ccc(F)c(Cl)c2)S(=O)(=O)c2c(C)noc2C)cc1 | -3.1 | 0.7 | . | -2.0 | 3.0 | 6.7 | 0.0 | 0.3 | -6.5
C=CCOC(=O)C1=C(C)OC(N)=C(C#N)C1c1ccccc1F (stereo not given) | -9.4 | 2.6 | . | -1.4 | 7.8 | i | -0.3 | -0.2 | -4.9
COCCNC(=O)CCc1c(C)nc2c(c(C)nn2-c2ccc(C)c(C)c2)c1C | 2.6 | -6.9 | 0.3 | 6.4 | 21.7 | i | -2.8 | 1.7 | -5.7
COc1ccc(N(C(=O)Cc2cccs2)C(C(=O)NC2CCCCC2)c2cccn2C)cc1 (stereo not given) | -3.7 | -2.4 | . | 0.2 | -1.0 | -0.6 | 0.1 | -1.5 | 4.3

Some of the entries above in a different format.
structure	SARS 3CLpro inh	PrPC surface inh	TcdB inh	Anthrax LF prot	Y pestis TopoI	BH1578 lux ind	BoNT A protease	PfHsp40 yeast	PriA SSB inh
Clc1ccccc1CN1CCN(/N=C/C=C/c2ccco2)CC1	-0.9	5.2	0.1	-5.3	-6.8	-0.4	2.2	0.1	i
CC[C@H](C)[C@H](NC(N)=O)C(=O)NCCc1ccc(OC)cc1	4.2	-4.0	0.6	-2.9	1.9	i	-1.7	-0.7	1.2
Cc1ccc(N(CC(=O)Nc2ccc(F)c(Cl)c2)S(=O)(=O)c2c(C)noc2C)cc1	-3.1	0.7	.	-2.0	3.0	6.7	0.0	0.3	-6.5

Back to the main list; the two compounds before the break are reprinted first.
SMILES | SARS 3CLpro inh | PrPC surface inh | TcdB inh | Anthrax LF prot | Y pestis TopoI | BH1578 lux ind | BoNT A protease | PfHsp40 yeast | PriA SSB inh
COCCNC(=O)CCc1c(C)nc2c(c(C)nn2-c2ccc(C)c(C)c2)c1C | 2.6 | -6.9 | 0.3 | 6.4 | 21.7 | i | -2.8 | 1.7 | -5.7
COc1ccc(N(C(=O)Cc2cccs2)C(C(=O)NC2CCCCC2)c2cccn2C)cc1 (stereo not given) | -3.7 | -2.4 | . | 0.2 | -1.0 | -0.6 | 0.1 | -1.5 | 4.3
Cc1cc(C(=O)CN2CCC(C)CC2)c(C)n1-c1ccccc1F | -1.8 | -2.4 | 0.2 | -0.3 | 0.4 | 3.3 | 0.2 | -1.0 | -10.6
O=c1cc(CSc2nnc(COc3cccc4ccccc34)o2)c2ccccc2[nH]1 | -0.1 | 0.8 | 0.2 | -6.8 | 19.0 | -0.4 | 0.0 | 0.1 | 4.0
Cc1cc(NCCCN(C)C)n2c(nc3ccccc32)c1C#N | -6.7 | -3.5 | 0.3 | 5.9 | -13.1 | -0.6 | 0.8 | -0.9 | 9.1
COc1cc(C(=O)NCc2ccccn2)ccc1OCc1c(C)noc1C | -3.5 | -2.2 | . | -1.9 | -4.9 | -0.4 | 0.1 | 1.7 | -4.0
COc1cc(C(=O)N/C(=C\c2cn(C)c3ccccc23)C(=O)NCCCN2CCOCC2)cc(OC)c1OC | -6.6 | -3.9 | 1.6 | -0.5 | -2.0 | -0.4 | -1.9 | -1.7 | -7.6
COc1ccccc1C(=O)NCCC(=O)NCc1ccncc1 | . | 2.4 | 0.5 | -1.7 | 2.8 | i | 0.0 | -0.5 | -10.8
CCC/C=N/NC(=O)c1ccc(F)cc1 | 4.6 | 10.5 | 0.5 | -1.8 | 3.6 | -0.6 | 0.1 | 1.1 | .
COc1cc(OC)cc(C(=O)OCC(=O)Nc2sccc2C(N)=O)c1 | -0.1 | 9.3 | 6.3 | -4.2 | 3.4 | -2.0 | -0.6 | 1.9 | -2.3
CCOc1ccc(-n2c(SCC(=O)NC3CCS(=O)(=O)C3)nnc2-c2cccnc2)cc1 (stereo not given) | 2.3 | -1.7 | -2.6 | -0.9 | -7.0 | -0.3 | -1.2 | -0.1 | 1.5
Cc1nc(N2CCN(c3ccccn3)CC2)c2c(C)c(C(=O)Nc3ccccc3F)sc2n1 | 0.6 | 0.4 | -0.3 | -2.7 | 5.6 | 0.2 | -1.2 | 1.7 | -1.5
COc1cccc(COC(=O)CSCC(=O)Nc2cccc(C)c2)c1OC | . | -0.3 | -3.8 | . | 20.5 | i | . | -1.3 | -9.5
CC(C)NC(=O)c1ccc2c(c1)N(CC(=O)N1CCCC1)C(=O)C(C)(C)O2 | -3.1 | 3.2 | 0.5 | -1.1 | 1.1 | -0.2 | -4.3 | 0.2 | -9.0
COc1cccc(NC(=O)Nc2cc(C)ccc2F)c1 | 1.2 | 10.7 | . | -8.7 | 1.1 | -0.3 | -1.1 | -1.7 | -12.7
COc1ccc(NS(=O)(=O)c2ccc(O)c(NC(=O)c3ccc(S(=O)(=O)N4CCCC4)cc3)c2)cc1 | 4.9 | 8.0 | 0.4 | -10.0 | -5.3 | -2.8 | -0.5 | -0.6 | 3.8
N#CC1=C(N)N2C(=C(C#N)C13CCN(Cc1ccccc1)CC3)Nc1ccccc12 | 1.3 | -10.3 | . | -3.6 | 8.8 | -2.9 | -0.1 | -1.6 | -3.0
O=C(OCC(=O)N1CCN(S(=O)(=O)c2ccc(Cl)cc2)CC1)C1CC1 | . | -4.6 | 0.0 | 1.1 | 3.6 | i | 0.3 | -0.1 | 1.9
O=C(CSc1ccccc1F)Nc1ccc(N2CCOCC2)cc1 | . | -7.0 | -0.3 | -17.9 | 8.6 | -0.8 | 0.5 | 0.5 | 6.9
O=c1[nH]c(SCc2ccc(Cl)cc2)nc2ccccc12 | -2.2 | 2.2 | 0.3 | 0.5 | 43.7 | 0.5 | 0.0 | -1.4 | -8.8
Cc1ccc(/C(O)=C2\C(=O)C(=O)N(CC(C)O)C2c2ccccn2)cc1 (stereo not given) | 7.5 | -4.2 | 0.2 | -1.0 | 3.5 | 1.3 | -0.9 | -1.4 | .
NNC(=O)c1cc(-c2cccs2)nc2ccccc12 | -3.6 | 9.4 | 0.1 | -3.1 | -15.2 | i | 0.2 | 0.2 | -7.1
CN(C)CC(O)COc1ccc(C(C)(C)c2ccc(OCC(O)CN(C)C)cc2)cc1 (stereo not given) | 2.6 | -9.2 | . | -1.6 | -13.1 | -0.6 | -0.7 | 26.9* | 3.9
O=C(CNC(=O)c1cccs1)NCC(=O)OCc1ccc(F)cc1 | 8.2 | 3.6 | 1.0 | 1.1 | -2.9 | -0.3 | 0.8 | -1.3 | -14.2
CCCC(=O)NCc1cc(-c2nn(C)c(=O)c3ccccc23)ccc1C | 7.5 | -1.8 | . | -0.9 | 5.1 | -0.4 | 0.7 | -0.1 | -18.0
CCOC(=O)c1c(O)c2cccc3c2n(c1=O)CC3 | 4.5 | -0.3 | 1.9 | -1.2 | -13.6 | -0.5 | -0.3 | 1.5 | -10.0
COc1ccc(CNC(=O)CCCn2c(=O)c3cccn3c3cccnc32)cc1 | . | -3.8 | 1.1 | -2.3 | 5.8 | 0.3 | 0.2 | . | .
CC(=O)c1ccc(N2CCN(C(=O)Nc3ccc(C)cc3)CC2)cc1 | 3.5 | 13.0 | 0.3 | -3.5 | -3.6 | -0.3 | -0.7 | -0.3 | -5.5
O=c1[nH]c(NCCO)nnc1Cc1ccccc1 | 2.1 | 2.9 | 0.7 | 1.6 | 6.2 | -0.2 | -1.2 | 0.6 | -4.9
Cc1nc2cc3ccccc3cc2c(=O)[nH]1 | 0.0 | -17.1 | 0.2 | 0.2 | -6.6 | 0.9 | 1.9 | -0.7 | -6.1
CCN(CC)CCOC(=O)c1ccc(Cl)cc1 | 0.2 | -1.5 | . | -5.7 | -7.7 | 0.5 | 0.9 | 0.3 | -4.0
CCOc1ccc(S(=O)(=O)N2CCCCC2)cc1NC(=O)Cc1ccccc1 | . | -8.6 | 3.0 | -0.6 | 5.1 | i | -1.1 | 0.3 | -12.0
O=C(Cc1ccc(F)cc1)N1CCC(N2CCC(C(=O)N3CCOCC3)CC2)CC1 | 1.1 | -5.3 | 0.8 | -1.1 | 8.8 | -0.3 | -0.1 | 0.2 | -16.0
CC(C)=CCC/C(C)=C/CC/C(C)=N/O | -4.1 | -1.1 | . | 0.3 | 3.0 | i | -0.6 | 0.9 | .
CCOC(=O)C1Cn2c(nc3c(c2=O)C2(CCCC2)Cc2ccccc2-3)S1 (stereo not given) | 3.1 | 7.1 | . | 3.9 | 22.0 | -3.4 | 0.2 | 6.4 | -6.3
O=C(CN1CCN(c2ccccc2O)CC1)Nc1ccccc1C(=O)NCCc1ccccc1 | . | 4.9 | 2.5 | -1.5 | 10.2 | i | 0.4 | 2.3 | -5.2
CCn1c(=O)c(-c2ccccc2)c(O)c2ccccc21 | -2.7 | 3.5 | . | -0.3 | -2.3 | 0.4 | 0.8 | 0.1 | -4.6
O=C(NC1CCCCCCC1)c1ccc(CNc2c(N3CCOCC3)c(=O)c2=O)cc1 | 1.0 | 3.5 | 0.8 | -4.7 | 26.1 | -0.2 | 0.2 | -0.2 | -0.5
O=c1c2[nH]c3ccc(Cl)cc3c2ncn1Cc1ccccn1 | 1.6 | 1.8 | . | -3.9 | 7.9 | i | 1.0 | -1.5 | -4.5

Assay outcomes: PubChem, several laboratories
